Bioassay records (PubChem BioAssay)
DAX1 inh-1 = DAX1 (NR0B1) inhibitors, primary screen, cell-based, HEK293, Gal4-DAX1, luciferase luminescence | Nuclear receptor subfamily 0 group B member 1 (Homo sapiens), P51843 | HEK293 Gal4-DAX1 luciferase reporter | inhibition, % at 6.75 µM | 0.99% of 340,000 active | AID 504766, 2011;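 active = inhibition above the mean over all tested compounds plus 3 SD, cut at about 4.2% in these data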;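 note: 0% = DAX1-transfected cells with DMSO and 100% = empty-vector control cells with DMSO; inhibition shows as a rise in luminescence from relieved DAX1 repression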
Target sequence (P51843 207-470 limits assumed): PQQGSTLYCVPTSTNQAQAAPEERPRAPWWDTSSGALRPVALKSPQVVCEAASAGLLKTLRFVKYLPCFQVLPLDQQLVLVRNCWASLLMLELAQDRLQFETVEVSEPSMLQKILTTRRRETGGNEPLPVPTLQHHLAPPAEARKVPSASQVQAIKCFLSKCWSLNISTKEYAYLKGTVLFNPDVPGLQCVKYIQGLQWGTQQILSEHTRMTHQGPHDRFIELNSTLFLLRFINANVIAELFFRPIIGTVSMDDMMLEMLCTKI
PG9 binder = binders of HIV-1 gp120 antibody PG9, primary screen, biochemical, TR-FRET; inhibition, % at 6.7 µM; 0.43% of 360,000 active; TR-FRET gp120-PG9 antibody binding; in the data active = inhibition above about 8.5%
FXN GAA850 act = FXN promoter activators, primary screen, cell-based, luciferase luminescence, HEK293 lucGAA850. HEK293 lucGAA850 FXN promoter luciferase reporter, 24 h; percent of 10 µM SAHA response. activation, % at 6 µM. 0.56% of 360,000 active;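 active = activation above the average of all compounds screened plus 3 SD, cutoff fixed separately per campaign, cut at about 7.5% in these data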;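 note: 0% = DMSO wells and 100% = 10 µM SAHA wells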
hcDAF-12 act = H. contortus DAF-12 nuclear receptor activators, primary screen, cell-based, luminescence, HEK293, lit1-tk-luc reporter. HEK293 hcDAF-12 lit1-tk-luc reporter; 0% DMSO, 100% Δ7-dafachronic acid. activation, % at 6.8 µM. 1.4% of 370,000 active. AID 652067, 2013;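 active = activation above the mean of all tested compounds plus 3 SD, cut at about 5.5% in these data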;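 note: 100% = response to 3 µM Δ7-dafachronic acid high control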
hgDAF12 agonist = H. glycines DAF-12 receptor agonists, primary screen, cell-based, luminescence, HEK293, GAL4 fusion, UAS-luciferase; HEK293 GAL4-hgDAF12 UAS-luciferase reporter, agonist luminescence; normalized to butyrate control; activation, % at 6.8 µM; 1.8% of 370,000 active;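 active = activation above a cutoff set at the mean of all screened compounds plus 3 SD, cut at about 10% in these data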;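 note: 0% = DMSO wells and 100% = sodium butyrate wells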
Rev-erbA mod = modulators of Rev-erb alpha DNA binding, primary screen, biochemical, FITC-DNA, fluorescence polarization, uHTS. activity, % at 10 µM. Rev-erbα–FITC-DNA binding, 90 min. 0.79% of 370,000 active. Nuclear receptor subfamily 1 group D member 1 (Homo sapiens), P20393;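 active = activity above about 14%, limit read from the data; passing the limit was not always enough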;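 note: 0% = DMSO wells with 35 nM protein and 100% = DMSO wells with 750 nM protein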
ssDAF-12 act = S. stercoralis DAF-12 nuclear receptor activators, primary screen, cell-based, luminescence, HEK293, GRIP1 co-expression, lit1-tk-luc; Nuclear hormone receptor DAF-12 (Strongyloides stercoralis); 1% of 370,000 active; HEK293 ssDAF-12/GRIP1 lit1-tk-luc reporter; % of 3 µM dafachronic acid response; activation, % at 6.8 µM;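 active = activation above the mean over all tested compounds plus 3 SD, cut at about 0.9% in these data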;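 note: 0% = DMSO-only wells and 100% = 3 µM delta7-dafachronic acid wells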
SMARCA2 act = SMARCA2 (BRM) function activators, primary screen, cell-based, luminescence, high throughput. 1% of 370,000 active. activation, % at 9.1 µM. MG213 cells, MMTV-luciferase reporter, dexamethasone, overnight; in the data active = activation above about 7.8%;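 note: 0% = vehicle wells and 100% = reference activator wells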
sPLA2-III inh = human group III sPLA2 inhibitors, primary screen, biochemical, QFRET, BODIPY PC-A2 liposome substrate | Group 3 secretory phospholipase A2 (Homo sapiens), Q9NZ20 | QFRET BODIPY PC-A2 liposome hydrolysis, fluorescence | inhibition, % at 12.2 µM | 0.56% of 370,000 active | AID 743126, 2013;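 active = inhibition above mean plus 3 SD of compounds lying within the high and low control bounds, cut at about 19% in these data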;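 note: 0% = median of test compound wells and 100% = no enzyme DMSO wells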
Target sequence (Q9NZ20 whole entry, looked up): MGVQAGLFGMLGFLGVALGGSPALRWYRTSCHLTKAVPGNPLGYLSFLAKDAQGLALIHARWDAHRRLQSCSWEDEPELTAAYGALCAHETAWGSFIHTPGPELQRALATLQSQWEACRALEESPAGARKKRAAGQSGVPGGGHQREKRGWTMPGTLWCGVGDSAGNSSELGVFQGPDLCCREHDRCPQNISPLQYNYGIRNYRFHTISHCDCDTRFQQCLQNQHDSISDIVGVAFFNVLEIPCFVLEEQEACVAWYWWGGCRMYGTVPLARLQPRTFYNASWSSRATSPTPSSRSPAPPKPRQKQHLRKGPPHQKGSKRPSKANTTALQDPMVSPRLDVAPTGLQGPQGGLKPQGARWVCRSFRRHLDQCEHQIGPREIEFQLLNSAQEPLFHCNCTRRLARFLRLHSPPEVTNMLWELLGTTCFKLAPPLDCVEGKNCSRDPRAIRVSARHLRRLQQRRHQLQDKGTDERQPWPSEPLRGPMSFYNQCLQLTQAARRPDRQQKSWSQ
DAX1 inh-2 = DAX1 (NR0B1) inhibitors on StAR promoter, primary screen, cell-based, luminescence, SF-1 (NR5A1), full-length DAX-1; 1.1% of 370,000 active; AID 652010, 2013; HEK293T StAR-luciferase reporter, SF-1/DAX-1 repression relief; inhibition, % at 6.8 µM;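 active = inhibition above the mean over all tested compounds plus 3 SD, cut at about 3.6% in these data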;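 note: 0% = DAX-1 cells with DMSO and 100% = cells lacking DAX-1 with DMSO; higher inhibition means more luminescence from relief of DAX-1 repression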
PLCb3 inh = human PLC-beta3 inhibitors, primary screen, biochemical, fluorescence | 1-phosphatidylinositol 4,5-bisphosphate phosphodiesterase beta-3 (Homo sapiens), Q01970 | Purified PLC-beta3, fluorogenic substrate | inhibition, % at 12.2 µM | 0.18% of 370,000 active | AID 720704, 2013; in the data active = inhibition above about 11%;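 note: 0% = median of compound wells on plate and 100% = full blocker control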
* hit, by the source's call; / = no result given.

A first look:
SMILES	DAX1 inh-1	PG9 binder	FXN GAA850 act	hcDAF-12 act	hgDAF12 agonist	Rev-erbA mod	ssDAF-12 act	SMARCA2 act	sPLA2-III inh	DAX1 inh-2	PLCb3 inh
CCOC(=O)c1c(NC(=O)CNCCOC)sc2c1CCCC2	-0.3	0.2	0.5	-1.7	2.8	1	-1.0	-2	-1	-0.8	-10
Cc1c(NC(=O)CSc2n[nH]c(-c3ccccc3)n2)c(=O)n(-c2ccccc2)n1C	0.8	-1.5	1.8	-1.3	-2.0	3	-1.7	0	0	-0.2	4

Main list, from the start:
SMILES	DAX1 inh-1	PG9 binder	FXN GAA850 act	hcDAF-12 act	hgDAF12 agonist	Rev-erbA mod	ssDAF-12 act	SMARCA2 act	sPLA2-III inh	DAX1 inh-2	PLCb3 inh
CCOC(=O)c1c(NC(=O)CNCCOC)sc2c1CCCC2	-0.3	0.2	0.5	-1.7	2.8	1	-1.0	-2	-1	-0.8	-10
Cc1c(NC(=O)CSc2n[nH]c(-c3ccccc3)n2)c(=O)n(-c2ccccc2)n1C	0.8	-1.5	1.8	-1.3	-2.0	3	-1.7	0	0	-0.2	4
N#CCCN(Cc1cccnc1)C(=S)NC(=O)c1ccco1	3.5	1.7	0.1	-0.5	0.0	4	-1.9	-4	10	0.4	-7
CC(C)CN(CCCNC(=O)CN1C(=O)COc2ccc(S(=O)(=O)N3CCOCC3)cc21)CC(C)C	0.9	-1.0	-2.6	-1.0	-0.9	7	-0.8	-2	9	0.0	-3
COc1ccc(C2C(C(N)=O)=C(C)Nc3nc(CCCO)nn32)cc1 (configuration not stated)	0.3	1.0	-0.1	-0.6	1.8	3	-0.9	-1	-3	-0.1	-2
COCC(C)n1c(SCC(=O)NC(=O)Nc2ccc3c(c2)OCCO3)nc2ccccc2c1=O (configuration not stated)	-1.4	-1.6	-1.3	-2.2	-0.3	2	-2.1	0	-5	-0.5	-14
Cc1ccc(C2=CCN(C)C(=O)N2c2ccc(Cl)cc2)cc1	/	/	/	-0.3	7.3	0	-0.6	2	-5	-0.5	0
CCn1c(Cc2c(C)[nH]c3ccccc23)n[nH]c1=S	-0.8	1.4	0.2	1.4	-1.5	3	-1.2	0	6	0.1	-1
O=S(=O)(c1ccc(F)cc1)c1nc(-c2ccccc2F)oc1N1CCCCC1	-0.3	0.1	0.6	-1.1	0.9	0	-1.5	-3	-1	0.1	0
COc1ccccc1N1C(=O)N(CC(=O)C(C)(C)C)c2ccccc2S1(=O)=O	0.1	-2.3	0.5	-0.7	-0.4	-5	-1.0	-1	0	-0.3	4
CC(=NC1CCCCC1)c1ccc(O)cc1O	2.6	0.0	-0.8	-2.0	-3.1	2	-0.6	-3	6	-0.1	-5
CCC(C)c1ccc(OCC(=O)NNC(=O)C2CCCCC2)cc1 (configuration not stated)	0.2	-2.0	0.3	-1.5	-0.1	-6	-0.8	1	-21	0.2	-2
O=C(/C=C/c1ccc2c(c1)OCO2)Nc1nc(-c2ccccc2)cs1	-2.9	-2.2	0.2	-3.6	-3.8	3	-1.8	-5	-12	-2.8	-286
CC1=NNC(=O)C1Oc1ccccc1 (configuration not stated)	0.5	0.9	0.8	-2.4	-0.4	-4	-0.8	-5	16	0.7	-7
CCOc1cccc(-c2c(C(=O)N/N=C(\C)c3ccccn3)nnn2-c2nonc2N)c1	0.5	-2.7	-4.8	-1.1	-0.1	0	-0.5	-1	-10	0.3	-4
Cc1cc(Nc2cc(F)ccc2C)n2ncnc2n1	-0.4	-1.5	0.2	-2.9	-0.5	1	-1.6	-2	4	0.2	-1
O=c1c2ccccc2nc(-c2ccc(Cl)c(Cl)c2)n1O	4.0	-3.5	1.5	-0.8	0.2	0	-1.1	3	-3	0.2	0
CN(c1c2c(nc3ncnn13)CCCC2)C1CCCCC1	/	/	/	-1.3	0.5	-6	-1.6	7	0	-0.6	-3
CCOC(=O)C1(CC)CC(CSc2nc3ccccc3[nH]2)OC1=O (configuration not stated)	-0.6	-1.6	0.8	-1.4	0.4	-5	-0.9	1	-2	-0.7	1
O=C(Nc1ccc([N+](=O)[O-])c(NC(=O)C2CCCO2)c1)C1CCCO1 (configuration not stated)	-1.1	-1.4	-0.1	-2.1	0.2	-2	-0.1	-2	-7	0.1	3
O=C(Nc1ccc(F)cc1)N1CCCN(c2ccc(C(F)(F)F)cn2)CC1	/	-1.0	-0.2	-3.9	-3.2	-1	-1.7	-8	10	-0.4	-8
CCCn1nc(C(=O)Nc2cc(OCC)c(N3CCOCC3)cc2OCC)c2ccccc2c1=O	-0.9	-0.2	1.1	0.7	-1.1	1	-1.2	6	0	-0.5	1
Cc1cccc(Cn2c(C)nc3ccc([N+](=O)[O-])cc3c2=O)c1	0.1	-3.7	2.3	-1.3	-1.3	6	-1.3	-1	1	-0.2	-2
CCc1ccc(C2c3[nH]c4ccccc4c3CCN2C(=O)c2cc(C)nn2C)cc1 (configuration not stated)	0.4	-0.3	-2.1	0.3	-2.6	-6	-1.2	-2	-16	-1.6	2
CNC(=S)NNc1nc(-c2ccccc2)c2cc(Cl)ccc2n1	0.8	0.1	1.5	-2.6	2.0	-2	-1.1	0	13	0.0	-12
O=C1c2cccc3c([N+](=O)[O-])ccc(c23)C(=O)N1c1ccc(Cl)cn1	-1.0	-1.0	-5.8	-1.7	2.2	13	-1.5	0	-1	-0.4	-329
COc1ccc(OC)c(C(=O)c2ccc(Cl)cc2)c1	2.1	-0.8	0.9	-1.3	-1.6	-1	-0.7	-5	1	-0.3	-7
O=S1(=O)CCOCCCN1Cc1ccccc1F	0.1	-1.6	2.4	0.4	-1.4	-1	-1.4	-1	4	0.1	0
COc1ccc(CNC(=O)CNC(=O)N2CC(=O)Nc3ccccc32)cc1	0.8	0.3	1.0	-1.3	0.8	3	-1.1	-2	-2	-0.2	-2
COc1ccc(CC(=O)OC(C)C(=O)Nc2c(C)n(C)n(-c3ccccc3)c2=O)cc1OC (configuration not stated)	-0.8	-1.6	0.2	-1.6	-3.7	-5	-1.2	2	-1	0.9	-2
c1ccc2c(N3CCCCC3)nc(N3CCOCC3)nc2c1	-0.1	1.6	1.1	1.2	0.7	0	-1.2	4	5	0.6	-49
O=C(NCCc1c[nH]c2ccccc12)c1cc(Cl)c2c(c1)OCO2	1.5	-2.9	5.6	5.3	9.8	1	0.1	4	-55	1.2	-10
O=C(O)CCCN=C1NC2(CCCC2)Cc2ccccc21	-0.1	0.5	-0.2	-0.6	-0.9	-4	-1.4	-1	6	-0.8	2
Cc1csc(SCC(=O)N(C)CC(=O)Nc2ccccc2Cl)n1	0.3	-1.4	-0.1	-0.8	0.5	0	-0.7	5	4	0.8	-4
COc1ccc(NC2CC(=O)N(c3cccc([N+](=O)[O-])c3)C2=O)cc1 (configuration not stated)	0.0	-1.1	-1.6	0.1	-1.1	2	-0.7	6	-10	-0.2	-1
CC(C)(C)c1ccc(S(=O)(=O)N2CCCCC2)cc1	1.6	1.2	-2.0	-0.5	-4.0	2	-1.4	-3	16	-0.4	0
O=C(CN1CCCCC1)Nc1ccc(S(=O)(=O)c2ccc(NC(=O)CN3CCCCC3)cc2)cc1	-1.0	-2.3	-0.2	1.2	-0.1	-3	-1.1	1	-8	0.0	4
C/C(=N/NC(=O)CSCc1ccc(Cl)cc1)c1cccc(NC(=O)c2ccccc2)c1	0.4	1.2	2.9	-1.7	0.7	-6	-1.7	-2	5	0.3	1
CCOc1cc(CNCCO)cc(Br)c1OCc1ccccc1Cl	-2.6	0.2	1.8	-2.3	-1.0	-4	-1.7	-3	9	-1.6	0
CCC(=O)N(Cc1cc2cc(OC)ccc2[nH]c1=O)c1cc(C)ccc1C	-1.6	0.3	-2.9	-2.2	-1.8	2	-1.2	-3	-3	-0.3	-13
Cc1ccc(C2(C)NC(=O)N(CC(=O)N3CCN(S(=O)(=O)c4cccc([N+](=O)[O-])c4)CC3)C2=O)cc1 (configuration not stated)	1.0	-0.8	-0.5	0.3	0.3	5	-0.6	-1	-6	-1.5	1
CN(CC(=O)NCCc1ccccc1)CC(=O)Nc1cccc(F)c1	-0.3	-3.6	0.3	0.0	3.2	3	-1.2	-2	1	1.0	-1
S=c1[nH]nc(-c2cnccn2)n1-c1ccccc1	2.4	-1.3	1.3	-1.8	-0.7	4	-0.9	-1	7	-0.2	0
CC(=O)N1c2c(cc(Br)cc2S(=O)(=O)N2CCCCC2)CC1C (configuration not stated)	-0.4	-1.9	-0.2	-1.6	-2.2	1	-1.1	-1	-2	-0.1	-1
N#C/C(=C\c1ccccc1)c1nc2ncccc2[nH]1	-0.8	-1.7	0.8	-1.2	2.4	6	-1.6	-2	-2	1.1	-254
CC(=O)c1cc(-c2ccc(F)cc2)n(CCC(=O)Nc2cc(C)[nH]n2)c1C	0.7	-4.9	1.6	-1.4	-0.4	-1	-1.0	0	-6	-0.6	0
COc1ccc(NS(=O)(=O)c2cccc(C(=O)NCc3ccccc3CN3CCOCC3)c2)cc1	-0.8	-0.1	-2.9	-2.2	0.5	-3	-1.4	-2	-7	-3.4	-7
CCOc1cc(Br)c(C=O)cc1OCC	2.6	0.7	2.6	-0.1	-1.1	-2	-1.4	-3	7	-0.1	-4
O=C(CSc1ncc(C(F)(F)F)cc1Cl)N1CCN(S(=O)(=O)c2ccc(Cl)cc2)CC1	-0.2	-2.5	-0.8	-3.5	-0.6	6	-1.3	-1	-4	-0.4	4
Cc1nc(Cc2nnc(SCC(=O)N3CCN(c4ccc(F)cc4)CC3)o2)cs1	-0.9	-3.0	0.8	-0.5	0.0	-5	-1.0	1	0	-0.9	-7
COc1cc(/C=C/c2ccc3cccc([N+](=O)[O-])c3n2)ccc1OCC#N	-3.0	-2.7	2.3	-4.0	-7.5	1	-1.7	-1	-12	-2.4	-2
CCCCOCCCNC(=O)C[C@@H]1C[C@@]2(C(=O)OCC)CCCC=C2N(Cc2ccc(Cl)cc2Cl)C1=O	/	-0.7	/	-1.9	1.2	-2	-1.2	-4	-11	-1.3	-4
CCOC(=O)[C@@H]1[C@H]2COc3cc(OC)ccc3[C@@H]2N2C(=O)N(c3ccccc3)C(=O)[C@]12C	-0.8	-0.1	-1.1	-0.8	-0.1	-1	-1.6	1	-1	0.2	3
O=C(N/C=N/OCc1cccc(C(F)(F)F)c1)N1OC[C@@H]2COc3ccc4ccccc4c3[C@@H]21	-0.2	-1.8	-0.1	-2.4	2.0	3	-1.4	-1	-5	-0.1	-2
